# INS-1E rescue – preserves ATP levels in cytokine-treated INS-1E cells. INS-1E cytokine-induced death, ATP luminescence, 48 h; normalised: neutral wells 0, positive control 100. protection from cytokine-induced ATP loss, % at 10 µM. 20,000 compounds, 0.1% hits. AID 488910;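 active means mean replicate protection from cytokine-induced ATP loss at least 50% and at least 75% of replicates each reaching 50%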
#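 Assay system: INS-1E rat insulinoma cells. Amount: 8000 cells per well. Medium: phenol-red-free RPMI with 5% fetal bovine serum. Reagent: IL-1β, TNF-α and IFN-γ cytokine mix. Doses: one compound concentration, pin transfer. Schedule: 48 h co-treatment, 10 min post-lysis read. Detection: CellTiter-Glo luminescence measuring cellular ATP.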
# T cruzi intra – intracellular Trypanosoma cruzi inhibition | intracellular Trypanosoma cruzi in host cells, plate reader | activity score (inhibition), % at 5.01 µM | 22,000 compounds, 4.9% hits; in the data active means activity score above about 55%;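 further: parasites and compound incubated about four days before reading; 0% = median of neutral control wells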
# The depositor's hits bear a star; . = not tested or not shown.
# A first look, 5 compounds:
# Each structure is followed by: INS-1E rescue | T cruzi intra
> C[C@H](CO)N1C[C@H](C)[C@H](CN(C)Cc2cccc(C(F)(F)F)c2)Oc2ncc(-c3cccc(C(F)(F)F)c3)cc2C1=O
 : . | 89*
> CNC[C@H]1Oc2ccc(NS(C)(=O)=O)cc2CC(=O)N([C@@H](C)CO)C[C@H]1C
 : 13 | -16
> Cc1ccccc1S(=O)(=O)N(C)C[C@@H]1OCc2cnnn2CCCC(=O)N([C@@H](C)CO)C[C@@H]1C
 : . | -10
> CC(C)NC(=O)Nc1ccc2c(c1)C(=O)N([C@H](C)CO)C[C@@H](C)[C@@H](CN(C)C(=O)NC(C)C)O2
 : 11 | -13
> C[C@@H]1CN([C@H](C)CO)C(=O)c2cc(NC(=O)CCCCCC(=O)Nc3ccccc3N)ccc2O[C@@H]1CN(C)S(=O)(=O)c1cccs1
 : 0 | -6

# This part in full (from the top)
# Each structure is followed by: INS-1E rescue | T cruzi intra
> C[C@H](CO)N1C[C@H](C)[C@H](CN(C)Cc2cccc(C(F)(F)F)c2)Oc2ncc(-c3cccc(C(F)(F)F)c3)cc2C1=O
 : . | 89*
> CNC[C@H]1Oc2ccc(NS(C)(=O)=O)cc2CC(=O)N([C@@H](C)CO)C[C@H]1C
 : 13 | -16
> Cc1ccccc1S(=O)(=O)N(C)C[C@@H]1OCc2cnnn2CCCC(=O)N([C@@H](C)CO)C[C@@H]1C
 : . | -10
> CC(C)NC(=O)Nc1ccc2c(c1)C(=O)N([C@H](C)CO)C[C@@H](C)[C@@H](CN(C)C(=O)NC(C)C)O2
 : 11 | -13
> C[C@@H]1CN([C@H](C)CO)C(=O)c2cc(NC(=O)CCCCCC(=O)Nc3ccccc3N)ccc2O[C@@H]1CN(C)S(=O)(=O)c1cccs1
 : 0 | -6
> C[C@H](CO)N1C[C@H](C)[C@@H](CN(C)C)Oc2c(NS(=O)(=O)c3ccccc3)cccc2C1=O
 : 15 | 28
> Cc1ccc(S(=O)(=O)Nc2cccc3c2O[C@@H](CN(C)C(=O)Nc2cccc4ccccc24)[C@@H](C)CN([C@@H](C)CO)C3=O)cc1
 : -1 | 7
> C[C@@H]1CCCCO[C@@H](CN(C)Cc2ccc(C(=O)O)cc2)[C@@H](C)CN([C@H](C)CO)C(=O)c2cc(NC(=O)CCCN(C)C)ccc2O1
 : 17 | -24
> C[C@H]1CN([C@@H](C)CO)C(=O)c2cc(NC(=O)Nc3ccc(C(F)(F)F)cc3)ccc2O[C@@H]1CN(C)S(=O)(=O)c1ccccc1
 : -1 | 0
> CNC[C@@H]1Oc2c(NS(=O)(=O)c3cn(C)cn3)cccc2C(=O)N([C@H](C)CO)C[C@@H]1C
 : 7 | 11
> C[C@H](CO)N1C[C@H](C)[C@H](CN(C)Cc2ccc(-c3ccccc3)cc2)Oc2ccc(NC(=O)CCC(F)(F)F)cc2C1=O
 : -26 | -2
> C[C@@H]1CN([C@H](C)CO)C(=O)Cc2cc(NC(=O)CCC(F)(F)F)ccc2O[C@H]1CN(C)C(=O)Nc1ccccc1
 : -2 | -3
> COc1ccc(NC(=O)N(C)C[C@H]2Oc3c(NS(=O)(=O)c4ccc(Cl)cc4)cccc3C(=O)N([C@@H](C)CO)C[C@@H]2C)cc1
 : 3 | -7
> C[C@H]1CN([C@@H](C)CO)C(=O)c2cc(NC(=O)CCN3CCOCC3)ccc2O[C@@H]1CN(C)C
 : 12 | -4
> C[C@H]1CN([C@@H](C)CO)C(=O)Cc2cc(NC(=O)C3CC3)ccc2O[C@@H]1CN(C)Cc1ccncc1
 : 11 | -8
> C[C@H](CO)N1C[C@H](C)[C@@H](CN(C)Cc2ccc(-c3ccccc3)cc2)OCc2cn(nn2)CCCC1=O
 : 8 | -37
> C[C@@H]1CN([C@@H](C)CO)C(=O)c2cccc(NC(=O)c3cnccn3)c2O[C@@H]1CN(C)S(=O)(=O)c1cn(C)cn1
 : 9 | -7
> Cc1noc(C)c1NC(=O)N(C)C[C@@H]1Oc2c(NS(=O)(=O)c3ccccc3)cccc2C(=O)N([C@@H](C)CO)C[C@@H]1C
 : 15 | -32
> COc1ccc(CN(C)C[C@@H]2Oc3c(NC(=O)Nc4ccc(OC)cc4)cccc3C(=O)N([C@@H](C)CO)C[C@@H]2C)cc1
 : -10 | -13
> C[C@@H]1CN([C@@H](C)CO)C(=O)c2cccc(N(C)C)c2O[C@@H]1CN(C)Cc1ccc(C(=O)Nc2ccccc2N)cc1
 : 26 | 44
> C[C@H]1CN([C@@H](C)CO)C(=O)Cc2cc(NC(=O)Cn3cnnn3)ccc2O[C@H]1CN(C)Cc1ccc(Cl)c(Cl)c1
 : 8 | -15
> C[C@@H]1CN([C@H](C)CO)C(=O)c2cccc(NC(=O)c3ccncc3)c2O[C@H]1CN(C)C(=O)Nc1ccc2c(c1)OCO2
 : 2 | -27
> Cc1cc(C(=O)Nc2cccc3c2O[C@@H](CN(C)Cc2ccc(C(=O)O)cc2)[C@H](C)CN([C@H](C)CO)C3=O)n(C)n1
 : 8 | -15
> C[C@@H]1CCCCO[C@@H](CN(C)Cc2ccc(C(=O)O)cc2)[C@@H](C)CN([C@H](C)CO)C(=O)c2cc(NC(=O)Nc3cccc4ccccc34)ccc2O1
 : -12 | 2
> C[C@@H]1CN([C@@H](C)CO)C(=O)Cc2cc(NS(=O)(=O)c3cn(C)cn3)ccc2O[C@@H]1CN(C)C(=O)Nc1ccccc1
 : 10 | -36
> C[C@H]1CN([C@@H](C)CO)C(=O)c2cc(NC(=O)C3CC3)ccc2O[C@@H]1CN(C)S(C)(=O)=O
 : 3 | -12
> Cc1noc(C)c1NC(=O)Nc1cccc2c1O[C@@H](CN(C)Cc1ccccc1)[C@@H](C)CN([C@@H](C)CO)C2=O
 : -7 | -14
> C[C@@H]1CCCCO[C@H](CN(C)CC2CCCCC2)[C@@H](C)CN([C@H](C)CO)C(=O)c2cc(NC(=O)CCCN(C)C)ccc2O1
 : -2 | -25
> C[C@H]1CN([C@@H](C)CO)C(=O)c2cc(NC(=O)Nc3cccc4ccccc34)ccc2O[C@H]1CN(C)C
 : 9 | -33
> C[C@@H]1CN([C@@H](C)CO)C(=O)c2cc(NC(=O)Cc3ccccc3)ccc2O[C@H]1CN(C)Cc1ccccc1
 : . | -14

# The list goes on:
# Each structure is followed by: INS-1E rescue | T cruzi intra
> C[C@@H]1CN([C@@H](C)CO)C(=O)CCCn2nncc2CO[C@H]1CN(C)Cc1cccnc1
 : . | -21
> C[C@@H]1CN([C@H](C)CO)C(=O)CCCn2nncc2CO[C@H]1CN(C)CC1CC1
 : 4 | -20
> COc1ccc(S(=O)(=O)N(C)C[C@H]2Oc3c(NC(=O)Nc4cccc5ccccc45)cccc3C(=O)N([C@H](C)CO)C[C@@H]2C)cc1
 : 11 | 14
> C[C@H]1CN([C@@H](C)CO)C(=O)c2cc(NS(=O)(=O)c3cn(C)cn3)ccc2O[C@@H]1CN(C)Cc1ccc(C(=O)Nc2ccccc2N)cc1
 : -5 | -22
> COc1ccc(S(=O)(=O)N(C)C[C@H]2Oc3ccc(NC(=O)Cc4cn(C)c5ccccc45)cc3CC(=O)N([C@H](C)CO)C[C@H]2C)cc1
 : -2 | 49
> COc1cc(Br)cc(/C=N/NC(=O)CCCCCC(=O)O)c1O
 : 16 | -3
> C[C@@H]1CN([C@H](C)CO)C(=O)Cc2cc(NC(=O)CCC(F)(F)F)ccc2O[C@H]1CN(C)C(=O)NC1CCCCC1
 : 14 | -22
> C[C@@H]1CN([C@H](C)CO)C(=O)c2cccc(NC(=O)C3CCCCC3)c2O[C@H]1CN(C)S(C)(=O)=O
 : 4 | -6
> COc1ccc(CN(C)C[C@@H]2Oc3ccc(NC(=O)c4ccncc4)cc3CC(=O)N([C@H](C)CO)C[C@H]2C)cc1
 : 2 | -4
> Cc1noc(C)c1NC(=O)Nc1ccc2c(c1)C(=O)N([C@H](C)CO)C[C@H](C)[C@@H](CN(C)Cc1ccc(Cl)c(Cl)c1)OCCCC[C@@H](C)O2
 : 4 | -9
> O=C(NO)c1cccc(C(=O)N/N=C/c2cc(Br)cs2)c1
 : 10 | -25
> COc1ccc(OC(=O)N(C)C[C@@H]2OCc3cn(nn3)CCCC(=O)N([C@@H](C)CO)C[C@H]2C)cc1
 : . | -14
> Cc1noc(C)c1S(=O)(=O)Nc1ccc2c(c1)C(=O)N([C@H](C)CO)C[C@H](C)[C@@H](CN(C)Cc1ccc3c(c1)OCO3)O2
 : -4 | 6
> C[C@@H]1CN([C@@H](C)CO)C(=O)c2cccc(NC(=O)c3ccc(-c4nccs4)cc3)c2O[C@H]1CN(C)C(=O)Nc1ccc(F)cc1
 : 3 | -1
> C[C@H](CO)N1C[C@H](C)[C@H](CN(C)Cc2ccc(Cl)c(Cl)c2)Oc2ccc(N(C)C)cc2CC1=O
 : -2 | 48
> CC(C)NC(=O)Nc1ccc2c(c1)C(=O)N([C@H](C)CO)C[C@@H](C)[C@@H](CN(C)C)O2
 : 4 | -16
> C[C@H](CO)N1C[C@H](C)[C@H](CN(C)Cc2ccncc2)Oc2c(NS(C)(=O)=O)cccc2C1=O
 : 9 | -18
> C[C@@H]1CN([C@H](C)CO)C(=O)c2cccc(N(C)C)c2O[C@H]1CN(C)C(=O)Nc1ccc2c(c1)OCO2
 : 1 | -1
> C[C@@H]1CN([C@H](C)CO)C(=O)c2cc(NC(=O)Cc3ccccc3)ccc2O[C@@H]1CN(C)S(=O)(=O)c1cccs1
 : 1 | 0
> C[C@H](CO)N1C[C@H](C)[C@@H](CN(C)C(=O)Nc2ccc(F)cc2)Oc2c(NC(=O)Nc3ccc(C(F)(F)F)cc3)cccc2C1=O
 : -8 | 5
> C[C@H]1CN([C@@H](C)CO)C(=O)Cc2cc(NC(=O)CCC(F)(F)F)ccc2O[C@@H]1CN(C)Cc1ccncc1
 : 4 | -2
> C[C@H]1CN([C@@H](C)CO)C(=O)c2cccc(NC(=O)c3ccncc3)c2O[C@@H]1CN(C)C(=O)Nc1ccc(F)cc1
 : 6 | -35
> Cc1ccc(S(=O)(=O)N(C)C[C@H]2Oc3c(NS(=O)(=O)c4cccs4)cccc3C(=O)N([C@H](C)CO)C[C@H]2C)cc1
 : 12 | 14
> C[C@@H]1CN([C@H](C)CO)C(=O)Cc2cc(NC(=O)NC3CCCCC3)ccc2O[C@H]1CN(C)Cc1ccc(Oc2ccccc2)cc1
 : -29 | 64*
> C[C@H](CO)N1C[C@H](C)[C@@H](CN(C)CC2CC2)Oc2ccc(NS(=O)(=O)c3cn(C)cn3)cc2C1=O
 : 11 | 2
> C[C@H](CO)N1C[C@H](C)[C@H](CN(C)C(=O)NC2CCCCC2)Oc2ccc(NC(=O)Nc3ccc(C(F)(F)F)cc3)cc2C1=O
 : -31 | 44
> CC(C)=CCC[C@H](C)C/C=N/NC(=O)c1ccc(C(=O)NO)cc1
 : 15 | -1
> C[C@@H]1CN([C@@H](C)CO)C(=O)Cc2cc(NS(=O)(=O)c3ccc(F)cc3)ccc2O[C@@H]1CN(C)Cc1ccccc1
 : -8 | 40
> C[C@@H]1CN([C@H](C)CO)C(=O)c2cc(NC(=O)Cc3cn(C)c4ccccc34)ccc2O[C@@H]1CN(C)Cc1ccccc1
 : 3 | 17
> C[C@H](CO)N1C[C@H](C)[C@H](CN(C)S(=O)(=O)c2ccc(Cl)cc2)Oc2c(NS(=O)(=O)c3ccc(Cl)cc3)cccc2C1=O
 : -43 | 48

# Additional results follow.
Compound | INS-1E rescue | T cruzi intra
C[C@H](CO)N1C[C@H](C)[C@@H](CN(C)Cc2ccncc2)Oc2c(NC(=O)c3cnccn3)cccc2C1=O | 0 | -18
Cc1cc(C(=O)Nc2cccc3c2O[C@H](CN(C)Cc2ccc(Cl)c(Cl)c2)[C@@H](C)CN([C@@H](C)CO)C3=O)n(C)n1 | -20 | 14
Cc1noc(C)c1S(=O)(=O)N(C)C[C@@H]1OCc2cn(nn2)CCCC(=O)N([C@@H](C)CO)C[C@@H]1C | . | -17
C[C@@H]1CN([C@H](C)CO)C(=O)c2cc(NC(=O)CCC(F)(F)F)ccc2O[C@@H]1CN(C)Cc1ccc(-c2ccccc2)cc1 | -37 | -2
Cc1noc(C)c1NC(=O)Nc1ccc2c(c1)C(=O)N([C@H](C)CO)C[C@@H](C)[C@@H](CN(C)Cc1ccc(C(=O)O)cc1)O2 | -3 | -29
C[C@H]1CN([C@@H](C)CO)C(=O)c2cc(NS(C)(=O)=O)ccc2O[C@H]1CN(C)Cc1ccc(C(=O)Nc2ccccc2N)cc1 | -7 | -3
C[C@H](CO)N1C[C@H](C)[C@H](CN(C)Cc2ccccc2)Oc2ccc(NC(=O)Nc3ccc(F)cc3)cc2CC1=O | -9 | -40
C[C@H]1CN([C@@H](C)CO)C(=O)Cc2cc(NC(=O)C3CC3)ccc2O[C@H]1CN(C)Cc1ccc(Oc2ccccc2)cc1 | -18 | -5
C[C@H](CO)N1C[C@H](C)[C@H](CN(C)C(=O)Nc2ccccc2C(F)(F)F)OCc2cn(nn2)CCCC1=O | . | -3
Cc1ccc(S(=O)(=O)Nc2ccc3c(c2)CC(=O)N([C@H](C)CO)C[C@@H](C)[C@H](CN(C)Cc2ccc4c(c2)OCO4)O3)cc1 | 0 | 61*
Cc1noc(C)c1NC(=O)Nc1ccc2c(c1)C(=O)N([C@@H](C)CO)C[C@@H](C)[C@H](CN(C)CC1CCCCC1)O2 | 0 | 5
COc1ccc(CN(C)C[C@H]2OCCCC[C@@H](C)Oc3ccc(N(C)C)cc3C(=O)N([C@H](C)CO)C[C@@H]2C)cc1 | -4 | 20
CC(C)NC(=O)N(C)C[C@H]1Oc2c(NC(=O)Nc3cccc4ccccc34)cccc2C(=O)N([C@@H](C)CO)C[C@@H]1C | 5 | -12
C[C@@H]1CN([C@H](C)CO)C(=O)c2cccc(NC(=O)C3CC3)c2O[C@@H]1CN(C)Cc1ccc(Cl)c(Cl)c1 | 4 | 14

# Source: PubChem BioAssay (Broad Institute)

# Hits appear at their usual frequency. About 4.8% of those tested had a hit in this group.
